Screens: PubChem BioAssay, National Center for Advancing Translational Sciences (NCATS)
ATXN2 expr inh: reduces ATXN2 reporter expression in HEK-293 cells | HEK-293 ATXN2-luciferase reporter, luminescence, 24 h | Potency, µM (series often up to 57 µM), without a hit: at the top dose activity change, negative = inhibition, most hits filed as inhibitors | hit rate 0.72% among 360,000 | AID 1745845; also: potency is read from the fitted curve at half-maximal effect; % is scaled to controls: 0 for no effect and ±100 for the full control effect; nearly all actives have a fitted effect of over 55% in size
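qHTS (up to 57 uM final) was run with 24 h compound exposure of reporter cells at 37 °C. Each well was multiplexed: SteadyGlo luminescence measured ATXN2-luciferase expression after a fluorogenic Gly-Phe-AFC viability readout (25 uM final).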
ATXN viability: viability counter-screen for ATXN expression inhibitors; S2 cells (HEK-293 line with an ATXN2-luciferase reporter) viability, CellTiter-Fluor protease fluorescence, 24 h; Potency, µM (doses to about 56.7 µM), hits mostly cytotoxic; AID 651635; hit rate 0.49% among 400,000; also: potency is read from the fitted curve at half-maximal effect; nearly all actives have a fitted effect of over 40% in size
SW480 rerep: inducers of DNA re-replication in SW480 colon cancer cells. SW480 DNA re-replication, Hoechst DNA content imaging, 48 h. Potency, µM (series often up to 46.1 µM), for the others: at the highest dose re-replication activation, most hits filed as activators. hit rate 1.8% among 340,000; also: potency is read from the fitted curve at half-maximal effect; % of control where 0% means no effect; nearly all actives have a fitted effect of over 55% in size
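Quantitative HTS format with DMSO vehicle controls; 48 hr drug incubation at 37 C, then 40 min Hoechst staining and scanning imager measurement at 405 nm excitation.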
KB-3-1 tox: KB-3-1 parental cell cytotoxicity. KB-3-1 viability, CellTiter-Glo ATP luminescence, 72 h. Potency, µM (doses to about 46.1 µM), inactives show at the highest dose activity change, negative = cytotoxic, usual class: cytotoxic. hit rate 1.4% among 400,000. AID 1347075; also: potency is read from the fitted curve at half-maximal effect; % is scaled to controls: 0 for no effect and ±100 for the full control effect; nearly all actives have a fitted effect of over 60% in size
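Luminescent ATP read-out (CellTiter-Glo) measures survival of drug-naive KB-3-1 cells after 72 h compound exposure at 37 °C. Titration series was screened from lowest to highest concentration, with DMSO vehicle plates as background controls.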
HepG2 viability: kills HepG2 cells in TGF-b inhibitor counter-screen. HepG2 CAGA-GFP viability, ATP luminescence, 18 h. Potency, µM (series often up to 46.1 µM), inactives show top-dose activity change, negative = cytotoxicity, hits mostly cytotoxic. hit rate 0.76% among 410,000; also: potency is read from the fitted curve at half-maximal effect; some results filed as inactive show a strong effect at the top dose
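CellTiter-Glo luminescence gave cytotoxicity after 18 hours at 37 degrees C. The cells were HepG2 CAGA-GFP in 1% FBS DMEM, stimulated with 500 pg/mL TGF-beta after compound addition. %Activity was normalised to no-cell wells (complete cell-killing) and DMSO (no toxicity), and curves were fitted and classified.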
MCF10A rerep: induces DNA re-replication in MCF 10a normal breast cells. hit rate 2.9% among 350,000. MCF 10A DNA re-replication, Hoechst nuclear intensity, 48 h. Potency, µM (titrated, usually from 46.1 µM), inactives show top-dose activity, positive = re-replication, most hits filed as activators. AID 624296; also: potency is read from the fitted curve at half-maximal effect; % of control where 0% means no effect; nearly all actives have a fitted effect of over 50% in size
IL1B secr inh: inhibitors of inflammasome signaling (IL-1 beta secretion). THP-1 LPS/ATP IL-1B secretion, AlphaLISA, 16 h; stronger effect = lower value. activity change, % at 57.5 µM. AID 743279. hit rate 4.7% among 360,000; in the data active = activity change below about -50%; inconclusive = mostly about -30% to -49%; also: % is scaled to controls: 0 for no effect and ±100 for the full control effect
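THP-1 cells pretreated 1 hr with compounds (up to 57.5 uM final), then stimulated with LPS (250 ng/mL final) plus ATP (1.25 mM final); secreted IL-1B measured by AlphaLISA after 16 hr, decreased signal indicating inhibition.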
HT1080 IDH1KD tx: kills HT-1080 cells with IDH1 knockdown | AID 686971 | Potency, µM (titrated, usually from 46.1 µM), for inactives: at the top dose activity, negative = toxicity, usual class: cytotoxic | hit rate 2% among 360,000 | HT-1080 IDH1 knockdown viability, ATP luminescence, 48 h;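 also: potency is read from the fitted curve at half-maximal effect; 0% = DMSO wells and -100% = cell-free medium wells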
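CellTiter-Glo luminescence after 48 h compound exposure at 37 degrees C of IDH1-knockdown HT-1080 cells in 5% FBS RPMI. %Activity scaled between DMSO wells and cell-free media wells, with curves fitted and assigned curve classes.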
HT1080NT lethal: kills 2HG-producing HT-1080-NT fibrosarcoma cells; Potency, µM (highest dose often 46.1 µM), inactives show top-dose activity, negative = less viability, actives largely listed as cytotoxic; hit rate 1.6% among 360,000; HT-1080-NT fibrosarcoma viability, CellTiter-Glo ATP luminescence, 48 h;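 also: NT is the 2HG producing partner of a matched IDH1 knockdown line; potency is read from the fitted curve at half-maximal effect; 0% = DMSO-treated cells and -100% = media-only wells without cells; nearly all actives have a fitted effect of over 55% in size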
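Toxicity toward the 2HG-producing NT line was scored as %Activity, normalised to DMSO and no-cell wells, from CellTiter-Glo luminescence after 48 hours' treatment.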
The depositor's hits bear a star; i = inactive; ? = inconclusive; / = no result given; & = joins results of further samples; [ ] = dose if it differs, or a comment. Unless noted, calls follow the shape of the dose curve; as a rule, active = well fitted curve in the direction sought with a large enough effect; inconclusive = small, poorly fitted or top-dose-only effect, or another doubt; inactive = no such curve, though single readings can be large; an effect the other way counts as inactive or inconclusive. Rows were taken by chance. Share with any hit: about 8.9%.

SMILES,ATXN2 expr inh,ATXN viability,SW480 rerep,KB-3-1 tox,HepG2 viability,MCF10A rerep,IL1B secr inh,HT1080 IDH1KD tx,HT1080NT lethal
CC(=O)OCC(=O)Nc1ccc(SC(F)F)cc1,5.9%,?,-8.5%,15.1%,-9.2%,0.5%,-17.6,14.1%,-1.1%
O=C(NCCc1ccccc1)C(=O)Nc1cccc(Br)c1,16.6%,i,/,?,4.9%,/,/,/,/
COc1cccc(N(CC(=O)NC2CCCCC2)C(=O)CCCC(=O)Nc2ccccn2)c1,-5.4%,i,7.3%,-4.4%,4.2%,-4.4%,-3.7,-2.7%,-2.7%
Cc1cc(C)nc(NC(=S)NC(=O)c2ccccc2)n1,-4.1%,i,-5.4%,14.6%,-0.1%,-6.5%,20.4,17.0%,8.0%
O=C(Nc1nc(-c2ccc(Cl)s2)cs1)c1ccco1,18.4%,i,6.7%,-5.8%,-7.7%,?,-84.1*,-8.1%,-3.5%
CCCCN1C(=O)C2(OCCCO2)c2cccc(C)c21,6.8%,i,-1.1%,4.0%,-3.8%,3.4%,15.9,-7.5%,8.2%
C=CCN1CCN(c2ccncc2S(=O)(=O)N2CCOCC2)CC1,-19.9%,?,-2.1%,13.7%,-15.5%,-1.8%,28.6,14.5%,12.1%
O=C1CN(C(=O)c2cccc(S(=O)(=O)N3CCCC3)c2)c2ccccc2N1,/,i,-15.7%,0.0%,13.5%,1.1%,16.9,-14.4%,24.6%
Cc1ccc(C)c(N2CCN(C(=O)c3cc4ccccn4n3)CC2)c1,5.1%,i,-0.5%,-19.0%,-21.2%,15.0%,18.1,0.4%,-4.0%
COc1ccc(CCNC(=O)c2ccc(N3CCCC3=O)cc2)cc1OC,6.2%,i,-0.9%,0.3%,-7.5%,1.0%,-14.0,9.4%,8.0%
O=C(Cc1ccc(-n2c(=O)c3ccccc3n(Cc3ccc(F)cc3)c2=O)cc1)NCC1CCCO1 (stereo not given),-3.8%,i,0.1%,6.7%,-9.1%,4.7%,-13.4,14.5%,11.0%
CCn1c(=O)ccc2cc([N+](=O)[O-])ccc21,17.7%[11.3 µM],i,-18.0%,13.8%,3.5%,-1.1%,17.7,13.3%,12.3%
Cc1nc(Nc2cnc(/C=C/c3cc(C(=O)Nc4cccc(C(F)(F)F)c4)ccc3C)cn2)cc(N2CCNCC2)n1,15.8µM*,i,16.4µM*,?,-106.4%,14.6µM*,-97.0*,?,?
COc1ccc(-c2csc3ncn(-c4ccc(C)cc4)c(=O)c23)cc1OC,-19.4%,i,-4.6%,0.0%,-9.7%,-2.1%,?,-23.1%,?
CCC(=O)N1CCN(c2nc(-c3ccccc3)c3c(c2C#N)CCCC3)CC1,-36.7%,i,-3.6%,-13.0%,-35.0%,-2.5%,-9.8,?,?
CCOC(=O)C1CCCN(C(=O)c2cc3ccccc3oc2=O)C1 (stereo not given),/,i,1.4%,4.3%,6.3%,-2.8%,0.0,7.5%,3.1%
COc1ccccc1OCC(=O)Nc1cccc(-c2nnc(-c3ccco3)o2)c1,6.5%,i,-8.1%,3.2%,-8.5%,?,-1.8,?,-4.6%
O=C(Nc1ccc(Cc2ccncc2)cc1)c1cc(F)c(F)cc1Cl,/,i,4.4%,-11.4%,4.6%,-3.3%,0.0,-6.3%,11.4%
CC1(C)C(=O)OC(c2cccn2-c2ccc([N+](=O)[O-])cc2)C(C)(C)C1=O (stereo not given),11.2%,i,9.1%,5.7%,-25.4%,0.3%,-9.4,9.8%,7.2%
CC(C)Oc1ccc(S(=O)(=O)N2CCOCC2)cc1NC(=O)C1=COCCO1,7.2%,i,-9.0%,8.2%,10.1%,-0.3%,-8.6,-8.5%,-1.6%
N#Cc1ccc(-c2ccc(Cl)cc2)nc1SCC(=O)c1cccc(Cl)c1,?,?,-22.3%,?,24.5%,-1.7%[9.22 µM],2.6,4.9%,14.3%
CCOC(=O)C1=C(CSc2nc3ccccc3s2)NC(=O)NC1c1cc(C)ccc1C (stereo not given),-36.0%,?,18.4µM*,-15.8%,11.2µM*,?,?,-28.1%,?
CC(C)n1cc(/C=N\NC(=O)c2cc3c(ccc4ccccc43)o2)c2ccccc21,9.2%,i,1.1%,-0.2%,1.5%,?,-24.7,2.1%,3.2%
O=C(Nc1ccc(F)cc1)N(Cc1cccs1)Cc1cc2cc3c(cc2[nH]c1=O)OCO3,?,i,-10.0%,1.0%,-0.9%,?,?,-10.8%,-12.9%
CCCCNC(=O)C(NC(=O)c1cccnc1OC)C(=O)c1ccccc1 (stereo not given),/,/,/,3.4%,/,/,-13.9,12.5%,10.2%
COCOc1cccc(CN2CCC2(C)C(=O)NCCNC(C)=O)c1 (stereo not given),11.8%,i,/,0.0%,-3.8%,/,22.3,?,?
Cc1sc2ncn(CC(=O)NCCN(C)C)c(=O)c2c1S(=O)(=O)N1CCC(C)CC1,-9.6%,i,-7.0%,7.2%,0.5%,-4.4%,14.3,0.5%,4.2%
O=C(CCC(=O)Nc1cccc(Cl)c1)N/N=C/c1cc([N+](=O)[O-])ccc1O,?,?,?,-14.0%,-25.1%,13.9%,154.5,-13.1%,?
CN(C)C(=O)c1ccc2c(c1)n(C)c(=O)n2C,18.5%,i,-10.8%,10.1%,-12.8%,0.1%,17.4,8.0%,9.7%
O=C(Nc1ccc(NS(=O)(=O)c2ccccc2)cc1)c1ccc(Cl)cc1,-26.9%,i,-1.1%,?,-0.3%,17.8%,1.3,-11.5%,-4.5%

One compound at a time (already shown). Values in the order: ATXN2 expr inh | ATXN viability | SW480 rerep | KB-3-1 tox | HepG2 viability | MCF10A rerep | IL1B secr inh | HT1080 IDH1KD tx | HT1080NT lethal
Record of COc1cccc(N(CC(=O)NC2CCCCC2)C(=O)CCCC(=O)Nc2ccccn2)c1 = -5.4% | i | 7.3% | -4.4% | 4.2% | -4.4% | -3.7 | -2.7% | -2.7%
Record of CC(C)Oc1ccc(S(=O)(=O)N2CCOCC2)cc1NC(=O)C1=COCCO1 = 7.2% | i | -9.0% | 8.2% | 10.1% | -0.3% | -8.6 | -8.5% | -1.6%

More compounds.
SMILES,ATXN2 expr inh,ATXN viability,SW480 rerep,KB-3-1 tox,HepG2 viability,MCF10A rerep,IL1B secr inh,HT1080 IDH1KD tx,HT1080NT lethal
CC1CCC(C(C)C)C(OCC[N+](C)(C)C)C1 (stereo not given),-1.9%,i,2.1%,0.7%,1.3%,7.9%,-6.1,-11.2%,-1.0%
CCNC(=O)COc1ccc(/C=N/NC(=O)c2cccnc2)cc1OC,-4.0%,i,-7.7%,1.1%,10.5%,-1.3%,18.5,1.6%,14.6%
O=C1Nc2cc(C(=O)NCC3CCCO3)ccc2S/C1=C/c1ccccc1F (stereo not given),/,i,-6.3%,?,-1.7%,6.4%,-20.0,-2.9%,-2.0%
CCn1c(CNC(=O)c2cccc(C)c2)nnc1SCC(=O)NC1=NCCS1,3.6%,i,-6.9%,1.7%,-4.1%,-2.9%,18.7,11.1%,-1.3%
COc1ccc(CCNC(=O)CCS(=O)(=O)c2ccc3c(c2)NC(=O)CS3)cc1OC,9.9%,i,-17.4%,5.3%,1.6%,-0.8%,5.8,4.4%,-0.3%
CCn1cc(CN2CCc3c([nH]c4ccccc34)C2c2cccc(OC)c2OC)c(C)n1 (stereo not given),-21.9%,i,-2.5%,-11.1%,-21.7%,0.6%,0.0,?,-29.0%
O=C(C1CCCN(S(=O)(=O)c2cccs2)C1)N1CCc2ccccc2C1 (stereo not given),-5.7%,i,19.2%,-9.4%,-7.8%,16.2%,3.3,-13.8%,-3.8%
CCOC(=O)Cn1c(=O)oc2cc(S(=O)(=O)NC(C)c3ccccc3)ccc21 (stereo not given),2.6%,i,1.4%,12.0%&3.3%,3.3%&-0.3%,-2.4%,26.6,4.3%,12.1%
CCOC(=O)Nc1ccc(C)cc1NC(=O)OCC,-15.9%,i,-2.1%,5.9%,4.0%,1.0%,22.3,5.6%,0.4%
COc1ccccc1CNC(=O)c1ccc(Nc2nc3ccccc3n3nnnc23)cc1,0.5%,i,/,4.5%,-11.8%,/,/,/,/
CCOC(=O)c1c(C)oc2ccc(OCC(=O)N(CC)CC)cc12,-5.6%,i,2.7%,-8.4%,-9.0%,6.9%,-10.3,0.8%,-8.3%
COc1ccc(NC(=O)Nc2cccc3c2O[C@H](CN(C)S(=O)(=O)c2cn(C)cn2)[C@@H](C)CN([C@H](C)CO)C3=O)cc1,5.0%,i,-1.4%,11.4%,5.3%,12.0%,13.3,0.0%,0.0%
CCC(=O)/C=C1\Sc2ccc(OC)cc2N1CCO,-10.8%,i,-15.7%,-10.8%,2.3%,?,-16.7,26.1%,?
COc1ccc(C(CC(=O)O)NC(=O)COc2ccccc2)cc1OC (stereo not given),-9.2%,i,-11.9%,1.6%,-23.2%,3.6%,7.3,12.9%,17.1%
CCCOC1CCCN(Cc2nc(-c3ccc(C(=O)OC)cc3)no2)C1 (stereo not given),-9.0%,i,21.3%,14.7%,-18.2%,6.0%,58.8,1.0%,1.5%
O=C(O)c1ccc(N=Cc2c(O)ccc3oc4c(c23)CCCC4)cc1,/,i,7.9%,-19.8%,-22.1%,-3.3%,69.5,-8.7%,0.0%
Cc1ccc(CCNC(=O)C2CCN(S(=O)(=O)c3ccc4c(ccn4C)c3)CC2)cc1,-5.5%,i,/,-0.8%,-2.8%,/,/,/,/
COc1ccc(Nc2nc(Cl)nc(NCc3ccco3)n2)cc1,-5.9%,i,-2.4%[9.22 µM],-2.8%,-37.8%,5.6%,-5.9,-18.3%,-19.2%
CCC(C)(C)NC(=O)C1CCC(CNS(=O)(=O)c2cccc3nsnc23)CC1 (stereo not given),-1.2%,i,?,-2.4%,1.8%,3.0%,18.6,2.4%,-3.1%
C/C(=N\N=C(c1ccccc1)c1ccccc1)c1cccs1,10.8%,i,-2.2%,1.2%,-21.6%,15.7%,10.7,0.5%[9.24 µM],-16.7%
